Source: PubChem
NR3A LBD binder – modulators (binders) of human NR3A ligand-binding domain; Tm shift relative to glycine control, % at 25 µM; NR3A LBD differential scanning fluorimetry, Tm shift; 0% = protein alone, 100% = glycine-bound protein; 2.5% of 340,000 active;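 active = melting temperature shift of at least 10% of the positive control shift, at one fixed dose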
APJ antag – APJ receptor antagonism; CHO-K1 APJ beta-arrestin complementation, luminescence; inhibition, % at 20 µM; 0.32% of 330,000 active;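 active = inhibition above about 40% at 20 µM, limit read from the data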;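 also: cells challenged with 10 nM apelin-13 agonist together with compound; plate controls were apelin-13 plus DMSO wells for no effect and DMSO wells lacking apelin-13 for full effect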
Target sequence (P35414 whole entry, looked up): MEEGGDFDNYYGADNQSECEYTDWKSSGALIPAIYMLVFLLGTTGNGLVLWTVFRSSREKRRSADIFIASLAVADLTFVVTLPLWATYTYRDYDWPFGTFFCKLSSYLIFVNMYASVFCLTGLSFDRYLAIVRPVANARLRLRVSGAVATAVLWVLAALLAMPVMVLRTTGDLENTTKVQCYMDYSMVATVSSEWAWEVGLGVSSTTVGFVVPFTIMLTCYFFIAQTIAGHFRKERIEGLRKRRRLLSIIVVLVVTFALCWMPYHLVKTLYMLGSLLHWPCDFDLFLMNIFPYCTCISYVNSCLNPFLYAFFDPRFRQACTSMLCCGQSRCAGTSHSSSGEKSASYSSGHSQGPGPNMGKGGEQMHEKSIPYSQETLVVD
TIM10 inh – TIM10 yeast growth inhibition | S. cerevisiae TIM10 strain growth, BacTiter-Glo luminescence, 24 h | inhibition, % at 10 µM | 1.4% of 330,000 active | AID 463195;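 active = inhibition of 40% or more at the single tested concentration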;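 also: wild-type TIM10 isogenic control strain grown at permissive 25 °C; 0% = DMSO yeast wells and 100% = minimal medium wells without yeast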
tim23-1 inh – growth inhibitors of tim23-1 mutant yeast; S. cerevisiae tim23-1 growth, BacTiter-Glo luminescence, 24 h; inhibition, % at 20 µM; 1.3% of 330,000 active; AID 463212;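 active = growth inhibition of the mutant yeast at or above 50%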;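 also: temperature-sensitive mutant grown at 25 °C; plate controls were DMSO-treated mutant yeast for no effect and medium wells lacking yeast for full effect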
NALP3 yeast inh – blocks the NALP3 inflammasome reconstituted in yeast; inhibition, % at 10 µM; Yeast reconstituted NLRP3/ASC/caspase-1, beta-gal luminescence, 24 h; 0.39% of 330,000 active;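 active = inhibition of 50% or more; inactive = inhibition below 50%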;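 also: plate controls were induced DMSO wells for no effect and uninduced yeast grown without galactose for full effect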
MPTP inh – inhibitors of mitochondrial permeability transition pore; isolated mouse mitochondria, Ca2+ swelling absorbance, 30 min; inhibition, % at 10 µM; 1.4% of 360,000 active;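 active = inhibition of 50% or more, scaled per plate between neutral and stimulator controls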;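 also: 0% = DMSO wells given calcium and 100% = 1 mM EGTA wells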
tim10-1 inh – inhibits growth of tim10-1 mutant yeast. S. cerevisiae tim10-1 ts strain growth, BacTiter-Glo, 24 h. inhibition, % at 20 µM. 2.2% of 330,000 active;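 active = inhibition of at least 40%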;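 also: mutant grown at 25 °C; 0% = DMSO wells with yeast and 100% = wells holding no yeast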
MIN6 prolif – MIN6 beta-cell proliferation induction; MIN6 cells proliferation, ATPlite luminescence, 48 h; cells starved in 0.2% serum; 100% = growth in 10% serum; proliferation, % at 10 µM; 0.29% of 330,000 active;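 active = compounds whose signal lies at least 3.5 SD above the mean of all wells on their plate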;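 also: 0% = DMSO-treated cells in low-serum medium and 100% = 10% serum control; some compounds called inactive have numbers as strong as hits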
APJ agonist – agonists of human APJ apelin receptor | P35414 | CHO-K1 APJ PathHunter beta-arrestin, luminescence; 0% DMSO wells, 100% apelin | activation, % at 20 µM | 0.11% of 330,000 active;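 active = activation more than six SD over the plate average, tested at 20 µM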;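 also: 0% = DMSO alone and 100% = apelin-13 at 10 nM; some results filed as inactive read as strong as hits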
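Assay system – PathHunter CHO-K1 APJ (AGTRL-1) beta-arrestin reporter cells · Compound – one dose, 20 µM compound, 1% DMSO · Timing – compound 90 min 25 °C, reagent 1 h · Measured by – luminescence from split beta-galactosidase complementation, Galacton Star/Emerald II substrate · Measure – beta-arrestin recruitment to APJ as agonist activity, luminescent signal · Benchmarks – DMSO vs Apelin-13 10 nM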
Starred values were filed as active, the others as inactive.

For CC(C)(C)N(NC(=O)Nc1ccc(Cl)cc1)C(=O)c1ccccc1 the results were NR3A LBD binder 4, APJ antag -20, TIM10 inh -9, tim23-1 inh -1, NALP3 yeast inh 10, MPTP inh -14, tim10-1 inh 9, MIN6 prolif 2 and APJ agonist -4.
`CCc1ccc(N2CC(C(=O)OCC(=O)NC3CC3)CC2=O)cc1` (centres undefined) gave NR3A LBD binder 2, APJ antag 6, TIM10 inh -8, tim23-1 inh -6, NALP3 yeast inh 15, MPTP inh -0.7, tim10-1 inh -7, MIN6 prolif 0 and APJ agonist -1.
Screening COC(=O)N/N=C/c1ccc(-c2ccc(Cl)c(Cl)c2)o1 returned NR3A LBD binder -12, APJ antag -19, TIM10 inh 13, tim23-1 inh 55*, NALP3 yeast inh 29, MPTP inh -1.3, tim10-1 inh 37, MIN6 prolif 0 and APJ agonist 1.
`CCN(C(=O)CSc1n[nH]c(-c2ccccc2)n1)c1c(N)n(Cc2ccccc2)c(=O)[nH]c1=O` gave NR3A LBD binder -1, APJ antag 4, TIM10 inh 8, tim23-1 inh 11, NALP3 yeast inh 19, MPTP inh -0.7, tim10-1 inh 15, MIN6 prolif -2 and APJ agonist -3.
Screening Cc1ccccc1NC(=O)c1cccc(S(=O)(=O)N2CCOCC2)c1 returned NR3A LBD binder 1, APJ antag 22, TIM10 inh 5, tim23-1 inh -1, NALP3 yeast inh -3, MPTP inh 0.2, tim10-1 inh 6, MIN6 prolif -3 and APJ agonist -2.
Screening CCC(=O)N1CCc2cc(S(=O)(=O)NCCCOC)ccc21 returned NR3A LBD binder -1, APJ antag 17, TIM10 inh 8, tim23-1 inh 0, NALP3 yeast inh 6, MPTP inh -0.4, tim10-1 inh 6, MIN6 prolif -2 and APJ agonist -1.
Screening CCc1cc2c(=O)c(-c3nc4ccccc4n3C)coc2c(CN2CCC(C)CC2)c1O returned NR3A LBD binder 1, APJ antag 3, TIM10 inh 0, tim23-1 inh 12, NALP3 yeast inh -2, MPTP inh 0.8, tim10-1 inh 22, MIN6 prolif -3 and APJ agonist -1.
For CCCc1n[nH]c2c1/C(=N\OCC)CC(C)(C)C2 the results were NR3A LBD binder 3, APJ antag -7, TIM10 inh 25, tim23-1 inh 26, NALP3 yeast inh 19, MPTP inh 2.6, tim10-1 inh 15, MIN6 prolif -2 and APJ agonist -1.
Screening CSCCC(NC(=O)c1cc([N+](=O)[O-])ccc1Cl)C(=O)O (centres undefined) returned NR3A LBD binder -3, APJ antag -5, TIM10 inh 0, tim23-1 inh 9, NALP3 yeast inh 13, MPTP inh 1.7, tim10-1 inh 11, MIN6 prolif -1 and APJ agonist 0.
`CS(=O)(=O)NNC(=O)C1Cc2c(ccc3ccccc23)O1` (centres undefined) gave NR3A LBD binder 0, APJ antag -3, TIM10 inh 2, tim23-1 inh 10, NALP3 yeast inh 15, MPTP inh 0.4, tim10-1 inh -5, MIN6 prolif -1 and APJ agonist 0.
Screening CC(CN(C)Cc1ccccc1)OC(=O)c1cccc(F)c1 (centres undefined) returned NR3A LBD binder 0, APJ antag 13, TIM10 inh -2, tim23-1 inh -12, NALP3 yeast inh 11, MPTP inh -0.9, tim10-1 inh 4, MIN6 prolif 2 and APJ agonist -2.
Screening O=C(CSc1nc(C2CC2)nc2ccccc12)N1CCc2ccccc2C1 returned APJ antag 24, TIM10 inh 8, tim23-1 inh 21, NALP3 yeast inh 2, tim10-1 inh 23, MIN6 prolif -2 and APJ agonist -2.
For COc1ccc(CNc2ccc(S(N)(=O)=O)cc2)cc1 the results were NR3A LBD binder -1, APJ antag -16, TIM10 inh 1, tim23-1 inh 5, NALP3 yeast inh 17, MPTP inh -1.1, tim10-1 inh 8, MIN6 prolif 0 and APJ agonist 2.
CCc1nnc(NC(=O)C2CCN(S(=O)(=O)c3ccc(C)cc3)CC2)s1 was read as NR3A LBD binder 1, APJ antag 3, TIM10 inh 6, tim23-1 inh -22, NALP3 yeast inh 6, MPTP inh 0.8, tim10-1 inh -14, MIN6 prolif -3 and APJ agonist -2.
`COc1cccc(/C=C/C(=O)OCC(=O)c2ccc(S(=O)(=O)N3CCCCC3)cc2)c1OC` gave NR3A LBD binder 1, APJ antag 17, TIM10 inh 15, tim23-1 inh 29, NALP3 yeast inh 30, MPTP inh -0.1, tim10-1 inh 13, MIN6 prolif 1 and APJ agonist -2.
Screening O=C(OC1CCOC1=O)c1ccc(N2CCCC2)c([N+](=O)[O-])c1 (centres undefined) returned NR3A LBD binder 1, APJ antag 15, TIM10 inh -14, tim23-1 inh 4, NALP3 yeast inh 18, MPTP inh -3.2, tim10-1 inh 9, MIN6 prolif 1 and APJ agonist 0.
Screening Cc1ccnc(NC(=O)CNC(=O)c2ccc(C)s2)c1 returned NR3A LBD binder 1, APJ antag -45, TIM10 inh 19, tim23-1 inh 6, NALP3 yeast inh 2, MPTP inh -0.6, tim10-1 inh 1, MIN6 prolif 0 and APJ agonist 8.
CCCC(c1nnnn1CCC(C)C)N1CCC(C(N)=O)CC1 (centres undefined) was read as NR3A LBD binder 1, APJ antag -1, TIM10 inh 6, tim23-1 inh 6, NALP3 yeast inh 10, MPTP inh -0.3, tim10-1 inh 10, MIN6 prolif 0 and APJ agonist -3.
`O=C(N/N=C/c1ccc2c(c1)OCO2)c1cccc(NC(=O)c2ccccc2Cl)c1` gave NR3A LBD binder -10, APJ antag 6, TIM10 inh 15, tim23-1 inh -3, NALP3 yeast inh 10, MPTP inh -0.1, tim10-1 inh -13, MIN6 prolif -2 and APJ agonist 0.
COc1ccc(C(CNC(=S)NCc2ccccc2)N2CCCC2)cc1 (centres undefined) was read as NR3A LBD binder 0, APJ antag 13, TIM10 inh -14, tim23-1 inh 1, NALP3 yeast inh 5, MPTP inh -1.2, tim10-1 inh -4, MIN6 prolif -1 and APJ agonist -4.
Screening O=C(Nc1ccccc1[N+](=O)[O-])c1cccnc1Cl returned NR3A LBD binder -2, APJ antag -14, TIM10 inh 9, tim23-1 inh 7, NALP3 yeast inh -1, MPTP inh -0.1, tim10-1 inh 18, MIN6 prolif -1 and APJ agonist 0.
For Cc1[nH]c2c(Cl)cccc2c1CCNC(=O)C1CCCCC1C(=O)OCC(F)(F)F (centres undefined) the results were NR3A LBD binder -7, APJ antag -8, TIM10 inh 4, tim23-1 inh 27, NALP3 yeast inh 10, MPTP inh -12, tim10-1 inh 21, MIN6 prolif -4 and APJ agonist 0.
O=C(CCCN1C(=O)c2ccccc2C1=O)NCCC1=CCCCC1 was read as NR3A LBD binder -1, APJ antag 23, TIM10 inh 7, tim23-1 inh 12, NALP3 yeast inh 16, MPTP inh -0.2, tim10-1 inh 31, MIN6 prolif 0 and APJ agonist -2.
Cc1cccc(NC(=O)CCC(=O)N/N=C/c2cccnc2)c1 was read as NR3A LBD binder 1, APJ antag -10, TIM10 inh 6, tim23-1 inh -13, NALP3 yeast inh 18, MPTP inh 0.6, tim10-1 inh -11, MIN6 prolif -2 and APJ agonist 9.
Screening Cc1ccc(S(=O)(=O)N2CCC(=O)N(C(COCc3ccc(Cl)c(Cl)c3)Cc3ccccc3)CC2)cc1 (centres undefined) returned NR3A LBD binder -2, APJ antag -5, TIM10 inh -7, tim23-1 inh -16, NALP3 yeast inh 12, tim10-1 inh 6, MIN6 prolif -4 and APJ agonist -5.
For CCOC(=O)c1c(C)[nH]c(C2=NNC(=NC3CC3)SC2)c1C the results were NR3A LBD binder -1, APJ antag -10, TIM10 inh 6, tim23-1 inh 5, NALP3 yeast inh 7, MPTP inh -2.7, tim10-1 inh 10, MIN6 prolif -5 and APJ agonist -2.
Cc1cccnc1NC(=O)c1ccco1 was read as NR3A LBD binder 0, APJ antag 14, TIM10 inh -5, tim23-1 inh 6, NALP3 yeast inh 29, MPTP inh 0.0, tim10-1 inh -1, MIN6 prolif 0 and APJ agonist -1.
For NC(=O)CSc1oc(-c2ccco2)nc1S(=O)(=O)c1ccc(Br)cc1 the results were NR3A LBD binder 3, APJ antag 4, TIM10 inh -2, tim23-1 inh 10, NALP3 yeast inh 6, MPTP inh 1.1, tim10-1 inh -4, MIN6 prolif 0 and APJ agonist 2.
For CCOC(=O)Cc1nnc(-c2ccccc2)o1 the results were NR3A LBD binder -1, APJ antag 5, TIM10 inh 5, tim23-1 inh 15, NALP3 yeast inh 6, MPTP inh -0.9, tim10-1 inh 14, MIN6 prolif -3 and APJ agonist 0.
`CN1CCN(CC#CC(C)(O)C2CC3C=CC2C3)CC1` (centres undefined) gave NR3A LBD binder 1, APJ antag 10, TIM10 inh 3, tim23-1 inh -1, NALP3 yeast inh 4, MPTP inh -4.7, tim10-1 inh -7, MIN6 prolif -1 and APJ agonist -5.
Screening CCOC(=O)c1nn(-c2ccccc2C)c2nc(Nc3ccccc3)cc(=O)n12 returned NR3A LBD binder 13*, APJ antag 1, TIM10 inh 16, tim23-1 inh 14, NALP3 yeast inh -11, MPTP inh -0.6, tim10-1 inh 15, MIN6 prolif -3 and APJ agonist 4.
`CCOC(=O)c1cccc(NC(=O)CSc2nnc(CNc3ccc(C)cc3)n2CC)c1` gave NR3A LBD binder -1, APJ antag -1, TIM10 inh 18, tim23-1 inh 19, NALP3 yeast inh 17, MPTP inh 0.4, tim10-1 inh 4, MIN6 prolif -5 and APJ agonist 3.
For CCc1nc(C#N)c(N2CCOCC2)o1 the results were NR3A LBD binder -1, APJ antag 6, TIM10 inh -7, tim23-1 inh 10, NALP3 yeast inh -13, MPTP inh -0.8, tim10-1 inh 7, MIN6 prolif 0 and APJ agonist -2.
Screening Cc1ccc(N(CC(=O)NC2CCCC2)C(=O)CCC(=O)Nc2nccs2)c(C)c1 returned NR3A LBD binder -1, APJ antag -3, TIM10 inh 14, tim23-1 inh 15, NALP3 yeast inh 17, MPTP inh -2.3, tim10-1 inh -8, MIN6 prolif 21* and APJ agonist -3.
Screening CCOc1ccccc1NC1=CC(=O)CC(c2ccccc2)C1 (centres undefined) returned NR3A LBD binder -2, APJ antag -1, TIM10 inh -3, tim23-1 inh -5, NALP3 yeast inh 15, MPTP inh -3.8, tim10-1 inh 4, MIN6 prolif -2 and APJ agonist -8.
Screening COc1cc(C(=O)NCCC(=O)NCCCN2CCCCC2)cc(OC)c1OC returned NR3A LBD binder 0, APJ antag 10, TIM10 inh -4, tim23-1 inh 20, NALP3 yeast inh 3, MPTP inh 0.2, tim10-1 inh 7, MIN6 prolif 1 and APJ agonist -4.
For COc1ccc(NC(=O)N2CCc3ccccc32)cc1 the results were NR3A LBD binder -6, APJ antag 7, TIM10 inh 12, tim23-1 inh 19, NALP3 yeast inh 24, MPTP inh -0.6, tim10-1 inh 20, MIN6 prolif -3 and APJ agonist 0.

3 compounds already listed, arranged by length of the SMILES, low to high.
For CCc1nc(C#N)c(N2CCOCC2)o1 the results were NR3A LBD binder -1, APJ antag 6, TIM10 inh -7, tim23-1 inh 10, NALP3 yeast inh -13, MPTP inh -0.8, tim10-1 inh 7, MIN6 prolif 0 and APJ agonist -2.
Screening CCOc1ccccc1NC1=CC(=O)CC(c2ccccc2)C1 (centres undefined) returned NR3A LBD binder -2, APJ antag -1, TIM10 inh -3, tim23-1 inh -5, NALP3 yeast inh 15, MPTP inh -3.8, tim10-1 inh 4, MIN6 prolif -2 and APJ agonist -8.
For Cc1[nH]c2c(Cl)cccc2c1CCNC(=O)C1CCCCC1C(=O)OCC(F)(F)F (centres undefined) the results were NR3A LBD binder -7, APJ antag -8, TIM10 inh 4, tim23-1 inh 27, NALP3 yeast inh 10, MPTP inh -12, tim10-1 inh 21, MIN6 prolif -4 and APJ agonist 0.
